# Screening results as filed in PubChem BioAssay.
# T cell HTS – modulates CD8 T cell binding to vesicles; 0.068% of 330,000 active; calls only at 7 µM; AID 2052; 2C CD8+ T cell-vesicle binding, flow cytometry; active compounds read low;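 active = response, share of CD8 T cells binding vesicles, and their 90th percentile fluorescence all below set limits, cut at about 80% in these data, passing the limit was not always enough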
#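 Also added: QL9-peptide-loaded Drosophila micro-vesicles bearing Ld, ICAM-1 and B7-1; Test system: purified 2C TCR transgenic mouse naive CD8+ T cells; Measured by: cytometric PE anti-B7-1 and Alexa647 anti-CD8 signals after 1% paraformaldehyde fixation; Timing: binding step 1.5 h, 37 °C, antibody labelling 20 min, ice.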
# T cell HTS vesicle-bound % – further read-out of T cell HTS, marked with its call; double positive events, %; measured here: CD8+ vesicle-bound cell fraction;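 binding gate set so that unloaded-vesicle control wells show 10% double positive cells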
# Numbers without * were called inactive; i = inactive. Not all compounds are listed; rates above refer to the full screens.
T cell HTS	T cell HTS vesicle-bound %	Structure
i	6	O=C(O)CC(CC(=O)N1CCN(C(=O)c2ccco2)CC1)c1ccccc1 (stereo unspecified)
i	54	NC(=O)C1CCN(C(=O)C2CC(=O)N(Cc3ccccc3)C2)CC1 (stereo unspecified)
i	47	COc1ccc2sc(-c3ccccc3OC)c(-c3ccc(OC)c(F)c3)c2c1
i	14	CC1=C(Nc2ccc(C(=O)O)cc2)C(=O)c2ccccc2C1=O
i	20	COC(=O)c1c(C)[nH]c(C(=O)C(C)OC(=O)C2CC(=O)N(CCc3ccccc3)C2)c1C (stereo unspecified)
i	36	O=C(COc1ccccc1Cl)NNC(=O)c1ccc(-n2cncn2)c([N+](=O)[O-])c1
i	29	C/C(=C\c1ccc(N)cc1)c1nc2ccccc2[nH]1
i	48	COc1cc(C#Cc2ccc3cc(C(C)(C)O)oc(=O)c3c2)cc(OC)c1
i	36	COc1ccc(CCNC(=O)COc2ccc3c(c2)OCO3)cc1
i	38	CC(C)CN(C(=O)c1cc([N+](=O)[O-])cc([N+](=O)[O-])c1)C1CCS(=O)(=O)C1 (stereo unspecified)
i	34	CCOP(=O)(NC(c1ccccc1)c1nc2ccccc2[nH]c1=O)OCC (stereo unspecified)
i	10	Cc1ccc(C(=O)NC(=S)Nc2ccc(N3CCN(C(=O)c4ccco4)CC3)cc2)cc1
i	43	Cc1ccc(C)c(NC(=O)CCN2CCN(C)CC2)c1
i	15	Cc1cc(C)c(S(=O)(=O)N2CCN(C(=O)c3ccc4c(c3)OCO4)CC2)c(C)c1
i	34	O=C(NCC(c1ccco1)N1CCN(c2ccccc2F)CC1)c1ccc2c(c1)OCO2 (stereo unspecified)
i	62	COc1ccc(N(C)S(=O)(=O)c2cccc(C(=O)OC(C)C(=O)NC3CCCCC3C)c2)cc1 (stereo unspecified)
i	67	O=C(O)c1[nH]c2ccccc2c1C(c1cc(Br)ccc1O)c1c(C(=O)O)[nH]c2ccccc12
i	13	COc1ccccc1OC(C)C(=O)Nc1ccc2c(c1)OCCO2 (stereo unspecified)
i	36	Cc1cccc(N(Cc2ccccc2)C(=O)c2ccc(C)c(S(=O)(=O)N3CCOCC3)c2)c1
i	9	CC1=C(C(=O)Nc2ccc(CC(=O)NCc3ccc(OC(C)C)cc3)cc2)SCCO1
i	38	CC1CN(S(=O)(=O)c2cccc(C(=O)Nc3cc(Cl)ccc3N3CCOCC3)c2)CC(C)O1 (stereo unspecified)
i	24	Cc1cccc(-n2c(C)nc3ccsc3c2=O)c1
i	56	Cc1ccc(C(=O)N/C(=C\c2ccc(-c3ccccc3[N+](=O)[O-])o2)C(=O)NCCN(C)C)cc1
i	65	Cc1ccc(OCC(=O)Nc2ccc3c(c2)C(=O)NC3=O)c(C)c1
i	43	Cc1c(Cl)cccc1NC(=O)CNC(=O)C1CC(=O)N(C2CCCC2)C1 (stereo unspecified)
i	23	CC1CCCCN1CCCNC(=O)c1ccc(Br)cc1 (stereo unspecified)
i	22	COc1ccc(N(CC(=O)Nc2ccc(F)cc2F)S(=O)(=O)c2c(C)nn(C)c2C)cc1
i	45	Oc1c(Br)cc(Br)cc1/C=N/Nc1ccc(Cl)nn1
i	65	COCc1ccc(C(=O)N2CCC(CCC(=O)Nc3cccc(C)c3)CC2)s1
i	26	Cc1ccc(S(=O)(=O)N(C)C)cc1NC(=O)CSc1ccc2c(c1)OCCO2
i	61	CN(CC1CCN(CCc2cccc(C(F)(F)F)c2)CC1)C(=O)c1ccccc1
i	10	COC(=O)c1ccc(OC)c(Cn2c(=O)n(C)c(=O)c3ccccc32)c1
i	50	COCCN(C(=O)COC(=O)c1ccc(C)s1)c1c(N)n(Cc2ccccc2)c(=O)[nH]c1=O
i	48	CC1CCCN(C(=O)c2ccc3c(c2)OCCO3)C1 (stereo unspecified)
i	61	OC(COC(c1ccc(F)cc1)c1ccc(F)cc1)CN1CCCC1 (stereo unspecified)
i	16	Cc1cccc(N(CC(=O)NCCc2ccccc2)C(=O)CCC(=O)Nc2ccccn2)c1C
i	12	O=C(NN1CCOCC1)c1cccc(Br)c1
i	12	CCC1CCCCN1CCCNC(=O)Cn1ncc2c([nH]c3ccc(C)cc32)c1=O (stereo unspecified)
i	37	COCCN(Cc1ccccc1)C(=O)c1ccc2c(c1)NC(=O)CS2
i	25	COc1cc(C)c(C(=O)Oc2cc(C)c(C(=O)O)c(O)c2C)c(O)c1C(=O)O
i	29	COc1ccc2ccc(O)c(CN(C)CC(=O)Nc3ccccc3C(F)(F)F)c2c1
i	8	COc1cccc(CN2CC(C(=O)NCc3cnn(C)c3)CCC2=O)c1 (stereo unspecified)
i	62	Cn1c(CCn2ccccc2=O)nc2cc(NC(=O)COc3ccccc3)ccc21
i	47	COc1ccc(N2CCN(C(CNC(C)=O)c3ccc4c(c3)OCO4)CC2)cc1 (stereo unspecified)
i	60	CCOc1ccc2nc(CN3CCN(Cc4ccccc4OCC)C(CCO)C3)ccc2c1 (stereo unspecified)
i	27	CS(=O)(=O)N1CCc2cc(C(=O)Nc3ccc(Cl)cc3)ccc21
i	7	COc1ccc(C(=O)NC(C)CCc2ccccc2)c(OC)c1 (stereo unspecified)
i	12	Cc1nnc(SCC(=O)Nc2ccc(S(=O)(=O)Nc3ccc(Cl)nn3)cc2)s1

# Part of the list above, bar-delimited:
SMILES | T cell HTS | T cell HTS vesicle-bound %
Oc1c(Br)cc(Br)cc1/C=N/Nc1ccc(Cl)nn1 | i | 45
COCc1ccc(C(=O)N2CCC(CCC(=O)Nc3cccc(C)c3)CC2)s1 | i | 65
Cc1ccc(S(=O)(=O)N(C)C)cc1NC(=O)CSc1ccc2c(c1)OCCO2 | i | 26
CN(CC1CCN(CCc2cccc(C(F)(F)F)c2)CC1)C(=O)c1ccccc1 | i | 61
COC(=O)c1ccc(OC)c(Cn2c(=O)n(C)c(=O)c3ccccc32)c1 | i | 10
COCCN(C(=O)COC(=O)c1ccc(C)s1)c1c(N)n(Cc2ccccc2)c(=O)[nH]c1=O | i | 50
CC1CCCN(C(=O)c2ccc3c(c2)OCCO3)C1 (stereo unspecified) | i | 48
OC(COC(c1ccc(F)cc1)c1ccc(F)cc1)CN1CCCC1 (stereo unspecified) | i | 61
Cc1cccc(N(CC(=O)NCCc2ccccc2)C(=O)CCC(=O)Nc2ccccn2)c1C | i | 16
O=C(NN1CCOCC1)c1cccc(Br)c1 | i | 12
CCC1CCCCN1CCCNC(=O)Cn1ncc2c([nH]c3ccc(C)cc32)c1=O (stereo unspecified) | i | 12
COCCN(Cc1ccccc1)C(=O)c1ccc2c(c1)NC(=O)CS2 | i | 37
COc1cc(C)c(C(=O)Oc2cc(C)c(C(=O)O)c(O)c2C)c(O)c1C(=O)O | i | 25
COc1ccc2ccc(O)c(CN(C)CC(=O)Nc3ccccc3C(F)(F)F)c2c1 | i | 29
COc1cccc(CN2CC(C(=O)NCc3cnn(C)c3)CCC2=O)c1 (stereo unspecified) | i | 8
Cn1c(CCn2ccccc2=O)nc2cc(NC(=O)COc3ccccc3)ccc21 | i | 62
COc1ccc(N2CCN(C(CNC(C)=O)c3ccc4c(c3)OCO4)CC2)cc1 (stereo unspecified) | i | 47
CCOc1ccc2nc(CN3CCN(Cc4ccccc4OCC)C(CCO)C3)ccc2c1 (stereo unspecified) | i | 60

# Carrying on:
T cell HTS	T cell HTS vesicle-bound %	Structure
i	25	Cc1ccc(C2=NN(CCC(=O)NC3CCCC3)C(=O)CC2)cc1
i	62	COc1cc(/C=C2\SC(=Nc3ccc(Cl)c(C(=O)O)c3)NC2=O)c(Br)c(Br)c1O
i	40	O=C(CSc1nnc(Nc2ccccc2F)s1)NC1CCCC1
i	52	CC(=O)Nc1cccc(NC(=O)COC(=O)C2CC3CCCC(C2)C3=O)c1 (stereo unspecified)
i	22	Cc1ccc(C(=O)N2CCC(C(=O)NCc3ccco3)CC2)cc1
i	21	Cc1ccc(C(=O)Oc2ccc(C(=S)N3CCOCC3)cc2)cc1
i	70	O=C(NCCc1ccc(F)cc1)c1cc2ccccc2oc1=O
i	22	COc1ccc(CN2CCNC(=O)C2CC(=O)NCCc2nc(C)c(C)s2)cc1C (stereo unspecified)
i	21	Cc1ccc(S(=O)(=O)N2CCC(N3CCN(C)CC3)CC2)cc1Cl
i	34	O=C(N/N=C/c1ccoc1)c1cccc(OC(F)(F)C(F)F)c1
i	29	Fc1ccc(-n2cc(-c3ccccc3)c3c(=S)nc[nH]c32)cc1
i	8	COc1ccc(NC(=O)NC(=O)c2ccccc2)cc1
i	18	O=C(CN1C(=O)NC2(CCCCC2)C1=O)N1CCOCC1
i	21	CCNc1c(NC(=O)C2CCC(C)CC2)c(=O)oc2ccccc12 (stereo unspecified)
i	30	CCn1cc(C(=O)OCC(=O)Nc2cccc(C)c2)c(=O)c2ccc(C)nc21
i	50	COc1ccc(C(=O)OCC(=O)c2ccc3[nH]c(=O)[nH]c3c2)c(OC)c1OC
i	44	CCCNC(=O)C1CC(=O)N(c2ccc(OCc3ccc(Cl)cc3)cc2)C1 (stereo unspecified)
i	61	CC(C)C(=O)NNC(=O)CSc1nnc(-c2ccccc2)c(-c2ccccc2)n1
i	40	CCOC(=O)c1ccc(NC(=O)COc2coc(CN3CCc4ccccc43)cc2=O)cc1
i	21	CC(C)c1ccccc1N=C1SCCCN1C(=O)c1cccc(N2C(=O)CCC2=O)c1
i	7	O=C(Nc1cc2c3c(c1)CC(=O)N3CCC2)c1ccc(Br)cc1
i	37	Cc1ccc(C(=O)N/C(=C\c2cccs2)C(=O)N2CCN(C)CC2)cc1C
i	47	Cc1cc(C)nc(OC(C(=O)O)C(OCc2ccccc2)(c2ccccc2)c2ccccc2)n1 (stereo unspecified)
i	26	COc1ccc2cc(C(=O)NCc3ccccc3)[nH]c2c1
i	6	CC(C)C(=O)Nc1ccc(-c2nnc(-c3ccccc3)o2)cc1
i	36	COc1ccc(C(=O)Nc2nc(CC(=O)NCCc3ccccc3OC)cs2)cc1
i	12	COCCNC(=O)C(=O)Nc1cc2c3c(c1)CCC(=O)N3CCC2
i	45	Cc1ccccc1-c1nc2c(s1)CCc1onc(-c3cccc([N+](=O)[O-])c3)c1-2
i	60	CC(=O)Oc1ccc(C(=O)NCc2ccco2)cc1
i	65	COCCC1CCCCN1C(=O)c1cccc(OC2CCN(S(C)(=O)=O)CC2)c1 (stereo unspecified)
i	12	Cc1ccccc1CNC(=O)c1ccc2nc(N3CCOCC3)sc2c1
i	9	Cc1cc(NC(=O)CCC(=O)N(c2ccccc2C)C(C(=O)NC2CCCC2)c2ccccc2)no1 (stereo unspecified)
i	35	CCOc1ccc(NC(=S)c2ccc3ccccc3n2)cc1
i	47	Cc1onc(-c2ccccc2)c1C(=O)N1CCN(c2ccccc2F)CC1
i	51	Cc1cc(C)c(S(=O)(=O)Nc2cnc3ccccc3c2)c(C)c1
i	72	O=C1CCCN2N=C(SCC(=O)Nc3ccccc3C(F)(F)F)SC2=N1
i	20	O=[N+]([O-])c1ccc(CSC2=NCCN2)cc1
i	12	CC(C)(O)c1cc2ccc(C#CCCN3C(=O)c4ccccc4C3=O)cc2c(=O)o1
i	9	CN(C)C(CNC(=O)CNC(=O)c1ccc2ccccc2c1)c1ccccc1 (stereo unspecified)
i	27	Cc1cc(C)cc(OCC(=O)Nc2ccc(-n3cnnn3)cc2)c1
i	38	CC(=O)c1ccc(N2CCN(S(=O)(=O)c3cc4[nH]c(=O)c(=O)[nH]c4cc3C)CC2)cc1
i	24	COC(=O)c1cc(Cn2nc(C(=O)O)c3ccccc3c2=O)oc1C
i	15	COc1ccc(C(=O)NC2CCCc3c2cnn3-c2cccc(C)c2C)o1 (stereo unspecified)
i	41	O=C(CSc1nc(=O)n2ccccc2n1)Nc1ccc2c(c1)OCO2
i	24	CCOc1cccc(CN2CCCC(N3CCc4cc(OC)c(OC)cc4C3)C2)c1O (stereo unspecified)
i	36	O=C(c1cc2ccccc2cc1O)N1CCCC1
i	61	CC(=O)Oc1c(C)c(C)c2c(c1C)CCC(C)(CCCC(C)CCCC(C)CCCC(C)C)O2 (stereo unspecified)
i	14	O=C(Cn1cnc2c(OCc3ccccc3)ncnc21)NCCCn1ccnc1
i	59	COc1ccccc1C(=O)OC1CCCN(C)C1 (stereo unspecified)
i	11	O=C(Nc1cccc(C(=O)N2CCN(c3ccccc3)CC2)c1)c1ccco1
i	24	O=C(NCCc1ccccc1)c1ccc(NS(=O)(=O)c2ccc3[nH]c(=O)[nH]c3c2)cc1
i	21	Cc1ccc(-c2cc(C(=O)N3CCOCC3)c3cc(C)ccc3n2)cc1
i	28	CCOc1ccccc1C1c2[nH]c3ccccc3c2C[C@H]2C(=O)N(C3CCN(Cc4ccccc4)CC3)CC(=O)N12 (stereo partly specified)
i	37	COc1ccc(C(OCC(O)CNCCc2ccc(S(N)(=O)=O)cc2)c2ccc(OC)cc2)cc1 (stereo unspecified)
i	42	COc1ccc(NC(=O)C(C)(C)Oc2ccc(Cl)cc2)cn1
i	8	Cc1ccc(OCC(=O)NC(C)c2ccccc2)cc1C (stereo unspecified)

# (more compounds)
T cell HTS	T cell HTS vesicle-bound %	Structure
i	7	COc1ccccc1C(=O)NC(=O)COC(=O)C1CC2CCCC(C1)C2=O (stereo unspecified)
i	36	COCC1COS(=O)(=O)NC1(C)C (stereo unspecified)
i	58	CCOc1ccccc1NC(=O)COc1coc(CN2CCc3ccccc3C2)cc1=O
i	24	O=C(NCCN1CCN(C(=O)c2cccc(Br)c2)CC1)C(=O)Nc1ccc(Br)cc1
i	4	COc1ccc(C(=O)NCc2nnc(SCC(=O)c3ccccc3)o2)cc1
i	42	COC(=O)Nc1ccc(N2CCOCC2)c(S(=O)(=O)N2CCOCC2)c1
i	40	CCC(CC)c1nnc(NC(=O)c2cc([N+](=O)[O-])ccc2N2CCOCC2)s1
i	30	CC(=O)N1CCc2cc(S(=O)(=O)NCC(=O)NCc3ccc(F)cc3)ccc21
i	38	Cc1ccc(C(=O)NC(C)C2CC3CCC2C3)cc1 (stereo unspecified)
i	51	COCCN1CCN(C(=O)c2cc(COc3ccc(F)cc3Cl)on2)CC1
